IDH1 R132H inh: inhibitors of IDH1 R132H reductase, primary screen, biochemical, plate reader, single point | Isocitrate dehydrogenase [NADP] cytoplasmic (Homo sapiens), O75874 | diaphorase/resazurin fluorescence, 60 min | inhibition, % at 10 µM | 70,000 tested, 0.18% active; in the data active = inhibition above about 34%;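 note: 0% = DMSO and 100% = no enzyme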
EZH2 inh: EZH2/PRC2 methyltransferase inhibitors, primary screen, biochemical, DELFIA time-resolved fluorescence, single point | Histone-lysine N-methyltransferase EZH2 (Homo sapiens), Q15910 | PRC2 H3K27 methylation, DELFIA TRF, 1 h | inhibition, % at 12.5 µM | 57,000 tested, 0.35% active | AID 651548, 2012;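 active = mean inhibition of replicates at least 50% and every single replicate also reaching 50%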;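 note: dimethyl H3K27 on biotinylated H3 21-44 peptide detected by antibody; plate controls were median neutral control wells for no effect and median positive control wells for full effect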
Target sequence (Q15910 whole entry, looked up): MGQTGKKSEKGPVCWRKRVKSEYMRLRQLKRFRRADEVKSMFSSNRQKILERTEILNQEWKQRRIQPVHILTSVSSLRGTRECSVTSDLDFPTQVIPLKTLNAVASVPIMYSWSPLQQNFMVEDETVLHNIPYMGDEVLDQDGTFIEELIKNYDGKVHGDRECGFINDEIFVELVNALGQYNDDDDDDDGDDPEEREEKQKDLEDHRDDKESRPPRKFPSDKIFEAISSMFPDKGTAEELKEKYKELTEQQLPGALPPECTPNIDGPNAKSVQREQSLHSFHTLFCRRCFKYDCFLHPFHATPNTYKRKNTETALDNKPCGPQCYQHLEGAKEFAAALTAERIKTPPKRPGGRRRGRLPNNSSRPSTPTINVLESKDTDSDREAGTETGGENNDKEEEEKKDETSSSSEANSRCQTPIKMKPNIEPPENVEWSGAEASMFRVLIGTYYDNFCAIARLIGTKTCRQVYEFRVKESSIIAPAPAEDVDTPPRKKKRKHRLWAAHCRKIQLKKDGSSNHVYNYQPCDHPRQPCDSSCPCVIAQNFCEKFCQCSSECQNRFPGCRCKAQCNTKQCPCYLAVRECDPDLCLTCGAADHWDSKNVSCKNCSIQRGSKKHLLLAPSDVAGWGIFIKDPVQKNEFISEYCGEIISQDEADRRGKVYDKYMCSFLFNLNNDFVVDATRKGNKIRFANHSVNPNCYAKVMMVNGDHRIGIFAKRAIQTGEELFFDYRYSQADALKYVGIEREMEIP
* = called active by the depositor; / = not tested or not shown; & = joins results of further samples.

SMILES	IDH1 R132H inh	EZH2 inh
COC(=O)C[C@H]1C=C[C@H](N)[C@H](CO)O1	0.3	-9
CC(C)NC(=O)N(C)C[C@@H]1Oc2c(NC(=O)Nc3cccc4ccccc34)cccc2C(=O)N([C@H](C)CO)C[C@H]1C	/	5
C[C@@H]1CN([C@H](C)CO)C(=O)Cc2cc(NS(=O)(=O)c3ccccc3)ccc2O[C@H]1CN(C)CC1CCCCC1	2.3	-9
COc1ccccc1NC(=O)c1c(NCc2ccc(C)o2)sc2c1CCC2	1.1	15
COc1cccc(C(=O)Nc2ccc3c(c2)OC[C@@H](C)N(C(=O)C2CCCC2)C[C@H](C)[C@H](OC)CN(C)C3=O)c1	-1.7	-6
Cc1ccc(S[C@]2(C(=O)NCc3ccccc3)CC(=O)N(C3CCCCC3)[C@@H]2c2ccc(CO)cc2I)cc1	/	20
CCCC#Cc1cnc2c(c1)C(=O)N([C@H](C)CO)C[C@H](C)[C@@H](CN(C)C(=O)Nc1ccccc1OC)O2	/	-9
Cc1ccc(S(=O)(=O)N[C@@H]2C=C[C@H](CC(=O)N3CCc4ccccc4C3)O[C@@H]2CO)cc1	0.1	-4
CC1(C)CC(=O)c2cnc(NC(=O)CSc3nc4ccccc4o3)nc2C1	0.5	15
C/C=C/c1cnc2c(c1)C(=O)N([C@@H](C)CO)C[C@@H](C)[C@H](CN(C)Cc1ccc(F)cc1)O2	1.6	/
COC(=O)C[C@H]1C[C@@H]2c3cc(NC(=O)Nc4ccc(C(F)(F)F)cc4)ccc3O[C@@H]2[C@@H](CO)O1	2.4	-8
COc1cccc(-c2ccc3c(c2)O[C@@H](CN(C)Cc2cccnc2)[C@@H](C)CN([C@@H](C)CO)S3(=O)=O)c1	5.3	-2
O=C(CSc1nnc(-c2ccccc2F)n1-c1ccccc1)Nc1ccc2cn[nH]c2c1	-0.1	-3
Cc1ccc(-n2c(SCC(=O)OC(C)C)nnc2-c2ccncc2)cc1	1.9	5
COc1cc(NC(=O)CSc2ncnc3sc(C)c(C)c23)cc(OC)c1	0.1	4
COc1ccc(S(=O)(=O)Nc2ccc3c(c2)C(=O)N([C@@H](C)CO)C[C@@H](C)[C@H](CN(C)Cc2ccc4c(c2)OCO4)OCCCC[C@H](C)O3)cc1	0.2	/
N#Cc1cc2[nH]c(=O)c(=O)[nH]c2cc1[N+](=O)[O-]	-0.7&-0.4	-4&-8
CCN1CCN(C(=O)c2ccccc2N(Cc2ccccc2)S(C)(=O)=O)CC1	0.1	13
CN(C)C(=O)C[C@@H]1CC[C@H](NC(=O)C2CCC2)[C@@H](CO)O1	0.1	18
CC(=O)CCc1ccc(Oc2ccc(C(F)(F)F)cn2)cc1	-0.8	-1

10 neighbouring entries out of the list so far, for reference:
SMILES	IDH1 R132H inh	EZH2 inh
CC(C)NC(=O)N(C)C[C@@H]1Oc2c(NC(=O)Nc3cccc4ccccc34)cccc2C(=O)N([C@H](C)CO)C[C@H]1C	/	5
C[C@@H]1CN([C@H](C)CO)C(=O)Cc2cc(NS(=O)(=O)c3ccccc3)ccc2O[C@H]1CN(C)CC1CCCCC1	2.3	-9
COc1ccccc1NC(=O)c1c(NCc2ccc(C)o2)sc2c1CCC2	1.1	15
COc1cccc(C(=O)Nc2ccc3c(c2)OC[C@@H](C)N(C(=O)C2CCCC2)C[C@H](C)[C@H](OC)CN(C)C3=O)c1	-1.7	-6
Cc1ccc(S[C@]2(C(=O)NCc3ccccc3)CC(=O)N(C3CCCCC3)[C@@H]2c2ccc(CO)cc2I)cc1	/	20
CCCC#Cc1cnc2c(c1)C(=O)N([C@H](C)CO)C[C@H](C)[C@@H](CN(C)C(=O)Nc1ccccc1OC)O2	/	-9
Cc1ccc(S(=O)(=O)N[C@@H]2C=C[C@H](CC(=O)N3CCc4ccccc4C3)O[C@@H]2CO)cc1	0.1	-4
CC1(C)CC(=O)c2cnc(NC(=O)CSc3nc4ccccc4o3)nc2C1	0.5	15
C/C=C/c1cnc2c(c1)C(=O)N([C@@H](C)CO)C[C@@H](C)[C@H](CN(C)Cc1ccc(F)cc1)O2	1.6	/
COC(=O)C[C@H]1C[C@@H]2c3cc(NC(=O)Nc4ccc(C(F)(F)F)cc4)ccc3O[C@@H]2[C@@H](CO)O1	2.4	-8

The list continues.
SMILES	IDH1 R132H inh	EZH2 inh
C[C@@H]1CN([C@@H](C)CO)C(=O)c2cc(C3=CCCC3)cnc2O[C@@H]1CN(C)C(=O)C1CCOCC1	3.1	7
O=C(CCN1C(=O)c2ccccc2S1(=O)=O)Nc1ccc(F)cc1F	-0.4	5
C[C@@H]1CN([C@@H](C)CO)S(=O)(=O)c2ccc(-c3ccncc3)cc2O[C@@H]1CN(C)C(=O)C1CC1	/	-5
CCC(=O)Nc1ccc2c(c1)OC[C@H](C)N(C(=O)c1ccccc1F)C[C@@H](C)[C@H](OC)CN(C)C2=O	0.3	3
O=C(N[C@@H]1CC[C@H](CC(=O)N2CCCCC2)O[C@@H]1CO)c1cccc(F)c1	0.0	-4
CSc1nc2sc3c(c2c2nnc(SCC(=O)Nc4ccccc4)n12)CCC3	1.6	15
C[C@@H]1CN([C@H](C)CO)C(=O)c2cc(NC(=O)Nc3ccc4c(c3)OCO4)ccc2O[C@@H]1CN(C)C	1.6	2
CCOC(=O)[C@H](CCc1ccccc1)N[C@@H](C)C(=O)N1Cc2cc(OC)c(OC)cc2C[C@H]1C(=O)O	0.5	/
Cc1noc(C)c1NC(=O)N(C)C[C@H]1Oc2ccc(NC(=O)Nc3cccc4ccccc34)cc2C(=O)N([C@H](C)CO)C[C@H]1C	-14	/
COc1ccc(NC(=O)N(C)C[C@@H]2OCCCC[C@H](C)Oc3ccc(NS(C)(=O)=O)cc3C(=O)N([C@@H](C)CO)C[C@H]2C)cc1	3.4	/
COc1ccc(N(CC(=O)Nc2c(F)cccc2F)S(C)(=O)=O)cc1Cl	-0.4	-3
Cc1noc(C)c1S(=O)(=O)N(C)C[C@H]1Oc2c(NC(=O)c3ccc(-c4nccs4)cc3)cccc2C(=O)N([C@H](C)CO)C[C@H]1C	-13	/
CNC[C@@H]1Oc2c(NC(=O)Nc3ccc(C(F)(F)F)cc3)cccc2C(=O)N([C@H](C)CO)C[C@@H]1C	2.3	-16
C[C@@H]1O[C@@H](O[C@H]2[C@H](O[C@H]3[C@H](O[C@H]4CC[C@@]5(C)C(CC[C@]6(C)C5CC=C5[C@@H]7CC(C)(C)C[C@@H](O)[C@]7(C)CC[C@]56C)[C@@]4(C)CO)O[C@H](C(=O)O)[C@@H](O)[C@@H]3O)OC[C@H](O)[C@@H]2O)[C@H](O)[C@H](O)[C@H]1O (stereo partly drawn)	3.2	-27
O=C(O)CCC(=O)Nc1ccc(-c2nc3ccc(C(=O)c4ccccc4)cc3[nH]2)cc1	-1.1	8
C[C@H](CO)N1C[C@H](C)[C@H](CN(C)C(=O)Cc2cccnc2)Oc2ncc(-c3ccncc3)cc2C1=O	1.5	/
C[C@@H]1CN([C@H](C)CO)C(=O)c2c(c3ccccc3n2C)-c2ccccc2CO[C@@H]1CN(C)C(=O)Cc1ccccc1	0.3	-11
COc1ccc(OC(=O)N(C)C[C@@H]2OCc3ccccc3-c3ccccc3C(=O)N([C@@H](C)CO)C[C@@H]2C)cc1	/	-3
CNC[C@H]1Oc2ccc(NC(=O)NC3CCCCC3)cc2C(=O)N([C@H](C)CO)C[C@H]1C	3.0	-4
C#CCN(C)Cc1ccccc1	0.8	14
O=S(=O)(N[C@@H]1CC[C@H](CCn2cc(-c3cccc(F)c3)nn2)O[C@H]1CO)c1ccc(F)cc1	-0.3	-4
COc1ccc(NC(=O)Nc2ccc3c(c2)C(=O)N([C@H](C)CO)C[C@@H](C)[C@H](CN(C)C(=O)C2CCCCC2)OCCCC[C@H](C)O3)cc1	0.9	/
CO[C@@H]1CN(C)C(=O)c2cc(NC(C)=O)ccc2OC[C@@H](C)N(C(=O)c2ccc(F)cc2)C[C@@H]1C	0.1	-5
C[C@H](CO)N1C[C@H](C)[C@@H](CN(C)C(=O)C2CCCCC2)Oc2cc(-c3ccc(C(=O)N(C)C)cc3)ccc2S1(=O)=O	/	-1
C[C@H](CO)N1C[C@H](C)[C@H](CN(C)C(=O)CN(C)C)Oc2ncc(C#C[C@@H](C)O)cc2C1=O	/	-19
Cc1ccc(S(=O)(=O)NCCC(=O)O)cc1	1.6	6
CS(=O)(=O)Nc1ccc2c(c1)[C@@H]1C[C@@H](CC(=O)NCc3cc(F)ccc3F)O[C@@H](CO)[C@@H]1O2	0.2	5
C[C@H](CO)N1C[C@H](C)[C@H](CN(C)Cc2cncnc2)Oc2cc(-c3ccccc3)ccc2S1(=O)=O	-0.6	/
C[C@@H]1CN([C@@H](C)CO)S(=O)(=O)c2ccc(C3=CCCCC3)cc2O[C@@H]1CN(C)Cc1ccccc1F	-4.0	22
COc1ccc(S(=O)(=O)N(C)C[C@H]2OCCCC[C@@H](C)Oc3ccc(NS(C)(=O)=O)cc3C(=O)N([C@@H](C)CO)C[C@H]2C)cc1	-4.0	/
O=C(C[C@@H]1C=C[C@@H](NC(=O)NC2CCCC2)[C@H](CO)O1)NCc1ccc(F)cc1	0.2	6
C[C@H]1CN([C@@H](C)CO)S(=O)(=O)c2ccc(-c3ccccc3)cc2O[C@@H]1CN(C)C(=O)C1CC1	/	10
C[C@@H]1CN([C@@H](C)CO)C(=O)Cc2cc(NC(=O)Cc3ccccc3)ccc2O[C@@H]1CN(C)C(=O)Nc1cccc2ccccc12	1.8	3
COCC(=O)N(C)C[C@@H]1Oc2cc(C#CC(C)(C)O)ccc2S(=O)(=O)N([C@@H](C)CO)C[C@H]1C	-4.2	9
C[C@H](CO)N1C[C@H](C)[C@H](CN(C)C(=O)Nc2ccc(C(F)(F)F)cc2)Oc2c(NC(=O)C3CCCCC3)cccc2C1=O	2.2	-18
C[C@H]1CN([C@@H](C)CO)C(=O)c2cccc(NS(C)(=O)=O)c2O[C@@H]1CN(C)S(=O)(=O)c1cccs1	-0.2	/
C[C@@H]1CN([C@H](C)CO)C(=O)Cc2cc(NC(=O)NC3CCCCC3)ccc2O[C@@H]1CN(C)Cc1ccc(C(=O)O)cc1	2.0	1
C[C@@H]1CN([C@@H](C)CO)C(=O)c2cccc(NC(=O)c3cnccn3)c2O[C@@H]1CN(C)Cc1ccc(C(=O)Nc2ccccc2N)cc1	/	-3
C[C@H](CO)N1C[C@H](C)[C@H](CN(C)CC2CC2)Oc2cc(C#Cc3ccc(F)cc3)ccc2S1(=O)=O	-0.2	/
COc1ccccc1-c1cnc2c(c1)C(=O)N([C@H](C)CO)C[C@H](C)[C@@H](CN(C)C(=O)CN(C)C)O2	0.0	1
C[C@H](CO)N1C[C@H](C)[C@H](CN(C)Cc2ccc3c(c2)OCO3)OCCCC[C@H](C)Oc2ccc(N(C)C)cc2C1=O	/	12
COc1ccc(S(=O)(=O)Nc2cccc3c2O[C@H](CN(C)C(=O)Nc2cccc4ccccc24)[C@H](C)CN([C@H](C)CO)C3=O)cc1	1.4	/
C[C@@H]1CN([C@H](C)CO)C(=O)c2cccc(NS(=O)(=O)c3cccs3)c2O[C@@H]1CN(C)Cc1ccc(C(=O)Nc2ccccc2N)cc1	1.5	-12
CC(C)(C)c1ccc(OCC(=O)N(c2ccccn2)C2CCCCC2)cc1	-0.3	15
C[C@H](O)C#Cc1ccc2c(c1)O[C@H](CN(C)C(=O)CC1CC1)[C@H](C)CN([C@H](C)CO)S2(=O)=O	-2.9	-7
C[C@@H]1CCCCO[C@H](CN(C)C(=O)Cc2ccccc2)[C@@H](C)CN([C@@H](C)CO)C(=O)c2cc(NC(=O)Nc3ccccc3)ccc2O1	1.1	/
C=CCn1c(CSc2nc(N)cc(N)n2)n[nH]c1=S	1.1	-7
C[C@H](CO)N1C[C@H](C)[C@H](CN(C)Cc2cccnc2)Oc2cc(C#CC3CCCCC3)ccc2S1(=O)=O	1.6	-8
O=C(CSc1n[nH]c(-c2ccc(Cl)cc2Cl)n1)Nc1cccc2ccccc12	0.2	15
COc1ccc(S(=O)(=O)N(C)C[C@@H]2OCCCC[C@@H](C)Oc3ccc(NC(=O)CCCCCC(=O)Nc4ccccc4N)cc3C(=O)N([C@H](C)CO)C[C@@H]2C)cc1	0.2	-29
CCCNC(=O)N(C)C[C@@H]1Oc2cc(C#CCC(C)C)ccc2S(=O)(=O)N([C@H](C)CO)C[C@H]1C	-0.1	/
COc1ccc(S(=O)(=O)Nc2ccc3c(c2)C(=O)N([C@H](C)CO)C[C@H](C)[C@@H](CN(C)S(=O)(=O)c2ccc(C)cc2)OCCCC[C@@H](C)O3)cc1	-1.6	/
CO[C@H]1CN(C)C(=O)c2ccc(NC(=O)Nc3ccc4c(c3)OCO4)cc2OC[C@@H](C)NC[C@H]1C	-0.3	-6
O=S(=O)(N[C@H]1CC[C@@H](CCn2cc(C3(O)CCCC3)nn2)O[C@H]1CO)c1ccc(Cl)cc1	0.6	-4
COC(=O)c1ccccc1NC(=O)CN(c1ccc(F)cc1)S(C)(=O)=O	-0.8	-2
C[C@@H]1CN([C@H](C)CO)S(=O)(=O)c2ccc(-c3cncnc3)cc2O[C@H]1CN(C)C(=O)C1CC1	/	11
COc1ccc(CNC(=O)C[C@H]2C=C[C@H](NC(=O)c3cccc(F)c3)[C@H](CO)O2)cc1	0.4	9
Cc1noc(C)c1NC(=O)Nc1ccc2c(c1)CC(=O)N([C@H](C)CO)C[C@@H](C)[C@@H](CN(C)S(=O)(=O)c1ccc(F)cc1)O2	4.1	/

An excerpt; the hit share may differ from the screen's.
